# High-throughput results from PubChem BioAssay.
# Measles CPE: protection of cells from measles virus; Measles virus-infected cells, CPE protection, absorbance; protection (pct of control), % at 4 µM; hit rate 1.5% among 140,000; in the data active = protection mostly above about 24%, no sharp cut-off; inactive = mostly below about 26%; also: some compounds called inactive have numbers as strong as hits
# Yeast lifespan up: yeast lifespan extension; inhibition of the nicotinamide effect, % at 10 µM; hit rate 0.68% among 130,000; S. cerevisiae growth with nicotinamide, OD615; deaD strain in restrictive glucose medium;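 active = inhibition above a set limit, placed 3 SD over the median of all compounds, cut at about 26% in these data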;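 also: 0% = nicotinamide-treated wells and 100% = cells grown without nicotinamide; some compounds called inactive have numbers as strong as hits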
#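 Assay system: engineered S. cerevisiae DeaD replicative-lifespan strain, galactose-grown log-phase cells; Buffer or medium: CSMM-D glucose medium, restrictive; Probe or stimulus: nicotinamide 1.5 mM; Compound: single dose 10 µM compound, 0.25% DMSO; Schedule: 4 h preincubation then 48 h treatment at 30 °C; Technique: OD615 measurement.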
# GALR2 antag: blocks the human galanin receptor 2. GALR2-expressing cells, antagonist mode. inhibition, % at 4 µM. hit rate 0.39% among 140,000. AID 828; in the data active = inhibition above about 27%;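 also: cells stimulated with galanin 1-16 at roughly its EC80; 0% = agonist challenge control and 100% = basal control without agonist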
# Target sequence (O43603 whole entry, looked up): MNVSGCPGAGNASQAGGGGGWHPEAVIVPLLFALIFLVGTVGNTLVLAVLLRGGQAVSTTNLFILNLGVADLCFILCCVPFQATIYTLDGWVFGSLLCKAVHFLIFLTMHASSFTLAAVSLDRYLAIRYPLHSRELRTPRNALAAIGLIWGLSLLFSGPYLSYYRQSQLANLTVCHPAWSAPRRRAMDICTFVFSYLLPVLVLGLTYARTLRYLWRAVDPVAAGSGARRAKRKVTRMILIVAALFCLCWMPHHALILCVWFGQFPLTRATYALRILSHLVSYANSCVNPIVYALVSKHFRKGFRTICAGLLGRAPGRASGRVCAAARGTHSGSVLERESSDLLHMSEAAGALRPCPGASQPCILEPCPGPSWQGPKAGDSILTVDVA
# Phagocytosis inh: inhibitors of macrophage phagocytosis | AID 1029 | inhibition, % at 5 µM | hit rate 0.07% among 110,000 | J774A.1 macrophage IgG-bead phagocytosis, imaging;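 active = inhibition above the mean of the plate negative controls plus 5 SD, cut at about 13% in these data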;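 also: phagocytic index as fraction of beads internalized from green versus red external bead signal; plate controls were DMSO negative control for no effect and cytochalasin-D positive control for full effect; some results beyond the cut were filed as inactive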
# BB579 growth dn: reduces growth of yeast BB579 in restrictive medium; AID 804; inhibition, % at 10 µM; hit rate 0.51% among 140,000; S. cerevisiae BB579 growth, OD615, 48 h;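 active = inhibition above a set limit, 3 SD over the mean compound inhibition, cut at about 44% in these data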; also: inactives centre near -24
#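 controls = amphotericin B 10 µg/mL, positive | assay system = DeaD yeast strain BB579 | schedule = 48 h compound exposure at 30 °C after 4 h preincubation | detection = OD615 turbidity measurement | medium = restrictive CSMM-D medium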
# MRP1 act: MRP-1 activation; hit rate 0.61% among 140,000; viability increase, % at 10 µM; H69AR cells + doxorubicin, viability rescue, CellTiter-Glo;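 active = viability gain under doxorubicin at or above a set limit, the compound median plus 3 SD, cut at about 4.7% in these data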;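 also: MRP-1 overexpressing cells given doxorubicin 25 µM after compound pretreatment; 18-22 h compound pretreatment then 72 h with doxorubicin before readout; 0% = doxorubicin-only wells and 100% = vehicle-treated cells without doxorubicin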
# HCT116 PTEN-null: suppresses growth of cells with PTEN deletion. HCT116 PTEN-null viability, CellTiter-Glo, 60 h; hits give low values. hit rate 1.2% among 140,000. viability, % at 10 µM;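 active = viability at or below a set limit, 4 SD under the median of all tested compounds, cut at about 3.7% in these data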;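 also: PTEN knockout HCT116 line with beta catenin targeted HCT116 as companion control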
# E-sel TNF inh: TNF alpha driven E-selectin expression inhibition; HUVEC TNFa-induced E-selectin immunofluorescence, high content; hit rate 0.71% among 120,000; inhibition, % at 2 µM; AID 1246;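 active = inhibition above the batch mean plus 3 SD, and confirmed as a hit on visual image review, cut at about 43% in these data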;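 also: 0% = TNF-stimulated DMSO wells and 100% = unstimulated control wells; not every result past the cut was called active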
# NPY-Y2 antag: blocks the human neuropeptide Y Y2 receptor | NPY-Y2 expressing cells, antagonist mode | inhibition, % at 2.7 µM | hit rate 0.99% among 140,000; in the data active = inhibition above about 17%;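 also: 0% = vehicle with agonist challenge and 100% = reference antagonist with challenge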
# Target sequence (P49146 whole entry, looked up): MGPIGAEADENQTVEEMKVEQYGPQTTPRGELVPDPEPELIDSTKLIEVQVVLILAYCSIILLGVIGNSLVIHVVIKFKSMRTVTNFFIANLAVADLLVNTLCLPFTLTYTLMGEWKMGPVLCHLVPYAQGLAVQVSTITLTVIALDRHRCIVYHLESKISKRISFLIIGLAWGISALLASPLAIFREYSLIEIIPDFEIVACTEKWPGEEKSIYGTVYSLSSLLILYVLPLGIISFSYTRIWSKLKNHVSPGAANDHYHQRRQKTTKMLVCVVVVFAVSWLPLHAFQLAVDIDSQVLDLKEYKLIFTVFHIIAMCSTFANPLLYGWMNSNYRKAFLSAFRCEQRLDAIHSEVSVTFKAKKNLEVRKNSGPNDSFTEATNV
# bCat KO growth: beta-catenin-lacking colon tumor cell growth suppression. viability, % at 10 µM. HCT116 beta-catenin knockout viability, CellTiter-Glo, 60 h; hits give low values. hit rate 1.5% among 140,000;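 active = viability at or under a set limit, the compound median less 4 SD, cut at about 6% in these data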;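 also: 0% = Hyamine 1622 control at 20 µM and 100% = untreated cell control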
# Numbers without * were called inactive; · = not tested or not shown.
No.	SMILES	Measles CPE	Yeast lifespan up	GALR2 antag	Phagocytosis inh	BB579 growth dn
1	CC(=O)c1cccc(NC(=O)Nc2cccs2)c1	26	0	16	-1	-17
2	CSc1cc(-c2ccccc2)n(Cc2ccccc2Cl)c(=O)c1C#N	5	-6	-2	1	-7
3	CCC(Oc1ccccc1)C(=O)Nc1nc2c(s1)C(=O)CC(C)(C)C2 (stereo not given)	7	-14	7	·	-32
4	CC(=O)N1CCN(c2cccc(C)c2C)CC1	3	-1	-3	0	-52
5	Cc1ccc(C)c(C(=O)CN2C(=O)NC3(CCC(C)CC3)C2=O)c1 (stereo not given)	18	-1	-5	-3	-11
6	COC(=O)C1=CN(C)C=C(C(=O)OC)C1c1ccccc1Cl	13	-3	-10	·	-17
7	Cc1cc(NC(=O)Cn2cc(C(F)(F)F)cc(Cl)c2=O)no1	5	-13	1	·	-68
8	Cc1ccsc1C(=O)NNC(=O)Nc1ccc(Cl)c(Cl)c1	27	-15	12	1	-75

No.	MRP1 act	HCT116 PTEN-null	E-sel TNF inh	NPY-Y2 antag	bCat KO growth
1	-2.1	82	-3	1	96
2	-5.1	26	5	-1	22
3	-0.4	95	24	1	80
4	-0.2	98	32	0	100
5	0.6	89	·	-2	91
6	-2.3	98	-18	2	92
7	-0.1	109	-45	-3	112
8	-0.1	99	-26	0	102

# One compound at a time (already shown). Screens in order: Measles CPE, Yeast lifespan up, GALR2 antag, Phagocytosis inh, BB579 growth dn, MRP1 act, HCT116 PTEN-null, E-sel TNF inh, NPY-Y2 antag, bCat KO growth
# `COC(=O)C1=CN(C)C=C(C(=O)OC)C1c1ccccc1Cl` is entered as 13, -3, -10, ·, -17, -2.3, 98, -18, 2, 92
# `CC(=O)N1CCN(c2cccc(C)c2C)CC1` is entered as 3, -1, -3, 0, -52, -0.2, 98, 32, 0, 100
# `CC(=O)c1cccc(NC(=O)Nc2cccs2)c1` is entered as 26, 0, 16, -1, -17, -2.1, 82, -3, 1, 96
# `CSc1cc(-c2ccccc2)n(Cc2ccccc2Cl)c(=O)c1C#N` is entered as 5, -6, -2, 1, -7, -5.1, 26, 5, -1, 22

# The listing continues:
No.	SMILES	Measles CPE	Yeast lifespan up	GALR2 antag	Phagocytosis inh	BB579 growth dn
9	CC(C)(C)NC(=O)Cn1c(=O)c(=O)n(Cc2ccccc2)c2ccc(Cl)cc21	5	-3	-5	-2	-26
10	CCOC(=O)c1cc(C)nn1-c1nc(Cl)cc(OC)n1	9	-4	3	3	16
11	N=C1/C(=C/c2cccn2CCOc2ccccc2)C(=O)N=C2SC=C(c3ccccc3)N12	2	5	-2	-7	-29
12	CCCC(C)NC(=O)c1ccc(C2SCC(=O)N2Cc2ccco2)cc1 (stereo not given)	15	-4	-10	·	-32
13	COc1ccc(CCN2C(=O)c3cccc4c(C(=O)N5CCCCC5)ccc(c34)C2=O)cc1OC	7	-5	2	-9	-10
14	Cc1nn(C)c(C)c1S(=O)(=O)N1CCCC(C(=O)NC2CCCCCC2)C1 (stereo not given)	37	0	1	0	-32
15	CC(C)(C)c1[nH]nc2c1C(c1ccccc1OC(=O)N1CCOCC1)C(C#N)=C(N)O2 (stereo not given)	4	-18	-3	·	-20
16	Cc1cc(S(=O)(=O)Nc2cccnc2)c(C)s1	7	2	8	-2	-22

No.	MRP1 act	HCT116 PTEN-null	E-sel TNF inh	NPY-Y2 antag	bCat KO growth
9	-1.0	99	·	2	95
10	-0.6	89	·	-2	96
11	-3.1	30	-22	-2	44
12	-2.8	100	9	5	93
13	-0.9	70	15	6	77
14	-3.0	89	32	-1	94
15	-4.3	90	·	8	97
16	0.5	94	-7	2	92

# New compounds follow
No.	SMILES	Measles CPE	Yeast lifespan up	GALR2 antag	Phagocytosis inh	BB579 growth dn
17	CCSc1nnc(NC(=O)c2cccc(OCc3c(C)noc3C)c2)s1	2	-25	-2	1	-24
18	COc1ccccc1N1CCN(CC(O)COc2ccc(S(=O)(=O)N3CCOCC3)cc2)CC1 (stereo not given)	10	-6	5	1	-48
19	COc1ccc(S(=O)(=O)NC2CC(C)(C)NC(C)(C)C2)c(C)c1C	9	-8	6	-1	-9
20	COc1cccc(C2C(C(=O)NCc3ccccc3)=C(C)Nc3ncnn32)c1 (stereo not given)	26	-7	7	-1	-27
21	Cc1oc(-c2ccccc2F)nc1CS(=O)(=O)CC(=O)NCCCc1ccccc1	5	-1	3	0	-63
22	CC(C)c1ccc(/C=C/C(=O)NC(=S)Nc2ccc(CN3CCOCC3)cc2)cc1	2	-4	-2	-5	22
23	O=C1c2ccccc2C(=O)N1CCSc1nnc(-c2ccco2)n1Cc1ccccc1	20	1	-1	0	-60
24	CCCc1nc2ccccc2c(=O)n1-c1c(C)n(C)n(-c2ccccc2)c1=O	5	-18	8	1	-17

No.	MRP1 act	HCT116 PTEN-null	E-sel TNF inh	NPY-Y2 antag	bCat KO growth
17	-4.0	95	15	1	98
18	-1.0	74	28	-1	85
19	-2.2	110	-2	0	96
20	-0.5	107	-5	1	106
21	0.9	104	-11	6	97
22	-2.6	35	·	21*	44
23	-0.8	94	·	2	98
24	0.5	90	10	0	102

# Carrying on:
No.	SMILES	Measles CPE	Yeast lifespan up	GALR2 antag	Phagocytosis inh	BB579 growth dn
25	CCOC(=O)c1ccc(N/C=C2/CCCC(C)C2=O)cc1 (stereo not given)	10	-16	1	-1	-18
26	O=C1CC(N2CCN(c3ccccc3F)CC2)C(=O)N1c1ccc2c(c1)OCCO2 (stereo not given)	4	-12	1	0	-12
27	CCC(C(=O)NC1CCCCC1)n1c(SCc2ccccc2F)nc2ccncc21 (stereo not given)	6	5	1	·	-41
28	COC(=O)C1=C(C(=O)OC)C2C(C)=CC(C)=CN2C(C(=O)OC)=C1C(=O)OC (stereo not given)	5	1	13	-7	-36
29	CCn1cc(/C=N/NC(=O)c2ccc3c(c2)OCO3)c(C)n1	5	-1	-6	·	-46
30	Cc1ccc(NC(=O)NC(=O)N(C2CCCCC2)S(=O)(=O)c2ccccc2)cc1	6	-6	2	-1	-19
31	Cc1cc(C)cc(-n2c3nc4ccccc4nc3c3c(=O)n(Cc4ccco4)cnc32)c1	10	-20	0	-4	-51
32	NC(=O)COC(=O)CCCc1nc2ccccc2s1	15	-4	6	0	-8

No.	MRP1 act	HCT116 PTEN-null	E-sel TNF inh	NPY-Y2 antag	bCat KO growth
25	0.3	94	13	5	96
26	-0.3	103	-51	2	95
27	-1.0	77	-16	0	81
28	-1.8	96	·	4	91
29	0.4	98	11	1	91
30	-0.6	90	·	3	89
31	-2.6	87	-33	2	98
32	0.8	92	-17	0	96

# Later entries:
No.	SMILES	Measles CPE	Yeast lifespan up	GALR2 antag	Phagocytosis inh	BB579 growth dn
33	O=C(/C(=N\O)n1cncn1)c1ccc(Br)cc1Br	4	-26	14	1	5
34	CCCCOC(=O)Nc1nc(C)c(C(=O)OCC)s1	14	-5	-2	1	-32
35	CC(/C(O)=C(\C#N)c1nc2ccccc2n1C)N1C(=O)c2ccccc2C1=O (stereo not given)	6	-17	-6	2	-17
36	CCOC(=O)c1nnn(CC(=O)Nc2ccccc2OC)c1C(=O)OCC	5	3	4	1	-53
37	CCOC(=O)N1CCN(C(=O)c2cc(C)no2)CC1	35	-7	·	0	5
38	COc1ccc(NC(=O)C2CCN(S(=O)(=O)c3c(C)noc3C)CC2)cc1Cl	2	-8	2	-1	-23
39	CCc1ccc(C2CC(=O)NC(SCC(=O)OC(C)C)=C2C#N)cc1 (stereo not given)	6	1	5	0	-104
40	CC(=O)Nc1ccc(C2=NN(CC#N)C(=O)SC2)cc1	4	-3	9	·	4

No.	MRP1 act	HCT116 PTEN-null	E-sel TNF inh	NPY-Y2 antag	bCat KO growth
33	-2.1	110	-24	6	98
34	0.8	74	11	18*	75
35	-5.7	59	52	1	56
36	-0.9	105	5	-1	100
37	0.4	107	·	·	96
38	-0.2	96	-2	-3	93
39	-0.2	62	·	6	48
40	-0.7	87	-12	1	86

# Among those listed so far, 2 have two or more sulfur atoms:
No.	SMILES	Measles CPE	Yeast lifespan up	GALR2 antag	Phagocytosis inh	BB579 growth dn
16	Cc1cc(S(=O)(=O)Nc2cccnc2)c(C)s1	7	2	8	-2	-22
17	CCSc1nnc(NC(=O)c2cccc(OCc3c(C)noc3C)c2)s1	2	-25	-2	1	-24

No.	MRP1 act	HCT116 PTEN-null	E-sel TNF inh	NPY-Y2 antag	bCat KO growth
16	0.5	94	-7	2	92
17	-4.0	95	15	1	98

# Next section.
No.	SMILES	Measles CPE	Yeast lifespan up	GALR2 antag	Phagocytosis inh	BB579 growth dn
41	Cc1ccc(C)n1CCN1CCN(C(=O)c2ccco2)CC1	4	-13	1	-1	-31
42	Cc1ccc(S(=O)(=O)Nc2nc(C)cc(N/N=C/c3ccc(O)cc3)n2)cc1	10	1	-15	-13	-28
43	CCCOC(=O)c1ccc(NC(=O)c2c(Cl)ccc(Cl)c2OC)cc1	20	-2	-4	-5	-61
44	Cc1ccc(C)c(NC(=O)CSc2nnc3n2CCCCC3)c1	8	0	-3	-6	-40
45	COc1cc(/C=N/NC(=O)c2cccnc2)ccc1OS(=O)(=O)c1cc(C)ccc1C	22	-5	4	·	-18
46	CCCNC(=O)CS(=O)(=O)Cc1nc(-c2ccccc2C)oc1C	18	-11	3	0	-6
47	Cc1cccc(-n2nc(C)cc2N)c1	41	-22	15	·	34
48	Cc1cc(C)nc(Nc2n[nH]c(-c3cccc4ccccc34)n2)n1	7	-7	-5	·	-26

No.	MRP1 act	HCT116 PTEN-null	E-sel TNF inh	NPY-Y2 antag	bCat KO growth
41	-5.3	23	-2	-1	15
42	1.1	73	12	1	79
43	2.2	40	3	4	32
44	-0.2	92	1	-1	89
45	-1.3	71	11	3	81
46	-0.4	92	4	3	90
47	-3.1	92	11	-4	86
48	-2.4	92	-5	3	83

# Other entries follow:
No.	SMILES	Measles CPE	Yeast lifespan up	GALR2 antag	Phagocytosis inh	BB579 growth dn
49	Cc1nn(-c2ncc(C(F)(F)F)cc2Cl)c(=O)n1-c1ccccc1	7	-6	-1	1	26
50	Cc1cccc(C)c1N1CC(=O)N(c2c(C)cccc2C)CC1=O	2	-11	9	·	-16
51	CCCOC(=S)NC(=O)c1sc2ccccc2c1Cl	3	-6	6	·	-3
52	O=c1[nH]c2c(c3c1CCCC3)CCCC2	4	-18	-8	-2	-24
53	CC(C)COC(=O)/C(C#N)=C/c1cn(Cc2ccccc2)c2ccccc12	9	5	0	·	-36
54	COc1ccc(C(=O)/C=C/c2ccc(O)cc2)c(O)c1CC=C(C)C	25*	-7	-2	·	-27
55	COc1ccc(NC(=O)Nc2cccc([N+](=O)[O-])c2)cc1Cl	1	-2	7	-2	-24

No.	MRP1 act	HCT116 PTEN-null	E-sel TNF inh	NPY-Y2 antag	bCat KO growth
49	-1.8	94	-2	1	98
50	-4.8	90	-46	0	80
51	5.7*	115	-7	6	95
52	-0.5	96	49	3	99
53	1.6	87	·	0	85
54	-4.3	74	·	0	82
55	-4.9	4	5	-1	5.0*
